Screening results (PubChem)
KDM5B inhibitor: KDM5B demethylase inhibition. KDM5B demethylase, FDH-coupled NADH fluorescence (FDH is formaldehyde dehydrogenase). Potency, µM (series often up to 57.7 µM), for inactives: top-dose activity change, negative = inhibition, most hits filed as inhibitors. 220,000 compounds, 2.6% hits; active = well fitted inhibition curve with a large enough effect; inconclusive = small, poorly fitted or top-dose-only effect; inactive = no such curve, though single readings can be large or run the other way; also: 0% is about no effect; nearly all actives have a fitted effect of over 70% in size
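KDM5BΔAP (200 nM final) in 50 mM HEPES pH 7.5, 0.01% Tween-20 was preincubated 10 min at RT with compound over a concentration range. Substrate mix (H3K4me3 12.5 µM, α-KG 25 µM, Fe²⁺, ascorbate, NAD⁺, FDH) was added, and NADH fluorescence change over 30 min gave dose-response curves.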
Starred values were filed as active, the others as inactive; ? = inconclusive; & = joins results of further samples; [ ] = dose if it differs, or a comment. Potency is read from the fitted curve at half-maximal effect. An excerpt (hit frequency here may not be typical).

SMILES | KDM5B inhibitor
Cn1cc(C2c3nccn3CCCN2C(=O)c2ncccc2F)cn1 (centres undefined) | -3%
CCC(C)c1ccccc1OS(=O)(=O)c1ccc2oc(=O)ccc2c1 (centres undefined) | -20%
CC(=O)c1ccc(NC(=O)CSc2nnc(NC(=O)Nc3ccccc3)s2)cc1 | 17%
CC(C)c1ccc(N)c(S(=O)(=O)O)c1 | -18%
CN(Cc1cccnc1)c1ccc2ncc(Nc3cccc(N[S+](C)(=O)[O-])c3)n2n1 | 18µM*
COc1ccc(Cn2c(CCC(=O)Nc3ccccc3OC)nc3cccnc32)cc1 | -8%
O=C(C1CCC1)N1CCC(c2noc(-c3cnccn3)n2)C1 (centres undefined) | 11%
CC(C)(O)C#Cc1ccc(CN2CCC(CO)(CCCc3ccccc3)CC2)s1 | -25%
CC(=O)N1C=Cc2ccccc2C1CC(=O)Nc1ccc(S(=O)(=O)N2CCCCCC2)cc1 (centres undefined) | 0%
CCOC(=O)CNC(=O)c1ccc(C(=O)NCC(=O)OCC)cc1 | 11%
O=C(CC1CCCC1)N1CCC2(CC1)CC(N(Cc1ccc(F)cc1)C1CC1)CCO2 (centres undefined) | 0%
Fc1ccccc1-c1cc2c(cn1)CN(Cc1cccnc1)CCN2 | 32µM*
O=C(c1cc(C2CC2)no1)N1C[C@@H](CN2CCCCC2)[C@@H](CO)C1 | -15%
CN(CCc1ccncc1)C(=O)c1cc(C2CC2)nc2ccccc12 | -1%
CCC(=O)Nc1nnc(S(=O)(=O)N(C)Cc2ccc(Cl)cc2)s1 | 2%
Cc1ccc(/C=C2/CCc3c2nc2ccccc2c3C(=O)O)s1 | ?
CCc1cc(=O)n(CC(=O)Nc2ccc(F)c(Cl)c2)c(N2CCOCC2)n1 | -8%
CC(=O)N(c1cccc(C)c1)c1nc(CSc2nnc(C3CC3)n2C2CC2)cs1 | -11%
COCCCN1C(=O)N(c2ccc(F)cc2)C(=O)C1CC(=O)Nc1ccc(OC)cc1 (centres undefined) | 24%
Cc1ccc(NC(=O)CSc2ncc(S(=O)(=O)c3ccc(C(C)C)cc3)c(=O)[nH]2)cc1C | ?
CCOC(=O)N1CCN(C(=O)c2ccc(N3C(=O)CCS3(=O)=O)cc2Cl)CC1 | -13%
O=C(Cn1nc2n(c1=O)CCCCC2)NCc1ccc(Cl)cc1 | -19%
CCOc1cc(C(=O)NCc2n[nH]c(=O)c3ccccc23)cc(OCC)c1OCC | 11%
COc1ccc2oc(-c3ccc(C)c(NC(=O)c4ccc(N5CCCCC5)c([N+](=O)[O-])c4)c3)nc2c1 | -8%
COc1cccc2c1Oc1ncccc1N(C(=O)CCC(=O)NCc1ccc(OC(C)C)cc1)C2 | -5%
COc1ccc(CC(=O)NC2CCN(c3cc(-c4ccc(F)cc4)[nH]n3)C2)cc1 (centres undefined) | ?
CCOc1ccc(OCCOCCn2c(-c3ccc(Cl)cc3)nc3ccccc3c2=O)cc1 | -4%
CSc1ccc(Cl)c(C(=O)Nc2cc(F)ccc2C)c1 | -7%
CN(C(=O)c1oc(=O)c2ccccc2c1-c1ccccc1)c1cccc(Cl)c1 | 12%
COc1ccc(Oc2ccc3[nH]c4c(c3c2)CCC/C4=N/O)cc1 | ?
CC1=C[C@@H](CN2CCC(C(N)=O)CC2)[C@H](C(C)C)C[C@H]1Cc1nnc(-c2cncn2C)o1 | 12%
O=C(c1noc2c1CCCCC2)N1CCN(c2cccc(Cl)c2)CC1 | -15%
CS(=O)(=O)NC1CCN(C(=O)c2cc(Br)ccc2F)CC1 | 9%
CCN(CC)C(=O)Oc1ccc2c(=O)c(-c3ccc(Br)cc3)coc2c1 | 12%
Cc1nn(CC(=O)N(CC2CCOC2)C2CC2)c(=O)c2ccccc12 (centres undefined) | 27%
COC[C@H]1CCCN1[C@@H]1[C@H](O)[C@H](CO)O[C@@H]1CNCc1ccc(F)cc1 | ?
O=C(CN1CSCC1=O)NC(c1ccc(F)cc1)C1CCCC1 (centres undefined) | 13%
CCCNc1c(NS(=O)(=O)c2ccc(Cl)cc2)c(=O)oc2ccccc12 | -2%
COc1ccccc1CNC(=O)CCC(=O)N1Cc2ccccc2Oc2ncccc21 | 1%
O=C(/C(=C\c1ccc(Br)cc1)c1nc2ccccc2o1)c1ccccc1 | 26%

Molecules shown so far containing a Cl atom:
SMILES | KDM5B inhibitor
CCC(=O)Nc1nnc(S(=O)(=O)N(C)Cc2ccc(Cl)cc2)s1 | 2%
CCc1cc(=O)n(CC(=O)Nc2ccc(F)c(Cl)c2)c(N2CCOCC2)n1 | -8%
CCOC(=O)N1CCN(C(=O)c2ccc(N3C(=O)CCS3(=O)=O)cc2Cl)CC1 | -13%
O=C(Cn1nc2n(c1=O)CCCCC2)NCc1ccc(Cl)cc1 | -19%
CCOc1ccc(OCCOCCn2c(-c3ccc(Cl)cc3)nc3ccccc3c2=O)cc1 | -4%
CSc1ccc(Cl)c(C(=O)Nc2cc(F)ccc2C)c1 | -7%
CN(C(=O)c1oc(=O)c2ccccc2c1-c1ccccc1)c1cccc(Cl)c1 | 12%
O=C(c1noc2c1CCCCC2)N1CCN(c2cccc(Cl)c2)CC1 | -15%
CCCNc1c(NS(=O)(=O)c2ccc(Cl)cc2)c(=O)oc2ccccc12 | -2%

Continued.
SMILES | KDM5B inhibitor
CCc1nn(CC(=O)N2CCN(c3cccc(C(F)(F)F)c3)CC2)c(=O)c2cc3occc3n12 | -22%
Cc1ccc(-n2nc3ccc(NC(=O)COc4ccccc4)cc3n2)cc1Cl | -26%
COc1cc(OC)c(OC)cc1CN1CCc2nc(N3CCN(c4ccccc4F)CC3)ncc2C1 | ?
COc1ccc(OCC(=O)N/N=C(\C)c2cccs2)cc1 | 24%
Cc1ccc(-c2nc(Cn3cnc(C#N)n3)co2)c(C)c1 | -1%
CCOc1cc(CN2CCC(C)(c3noc(C4CCOCC4)n3)CC2)ccc1O | -6%
CC(C)(C)C(=O)NCCC(=O)NCc1cccc(NC(=O)C2CCCC2)c1 | 28%
O=C1Nc2ccc(Br)cc2C(=O)N2CCN(C(=O)C3CCCCC3)C[C@H]12 | -27%[86.2 µM]
CSc1nnc(CCNS(=O)(=O)c2ccc(Br)cc2)n1C | -8%
O=C1NC2(CCCN(Cc3ccc(F)cc3)C2)Oc2ccccc21 (centres undefined) | 10%[86.2 µM]
COc1cccc(CC(=O)N2CCC(N3CC(OCC4CC4)C34CCOCC4)CC2)c1 (centres undefined) | -2%
CCCCOc1ccc(CN2C[C@@H]3C(=O)N(C)C(=O)[C@@H]3C2)cc1 | 7%
O=C(c1ccc2c(c1)OCO2)N1CCN(c2cc(-c3ccc(Cl)cc3)[nH]n2)CC1 | -26%
Cc1nc(C2CCCN(C(=O)Cc3ccncc3)C2)cc(N2CCOCC2)n1 (centres undefined) | -7%
O=C1CC2(CCN(Cc3ccsc3)CC2)Oc2ccccc21 | 35µM*
CCc1ccc(OCCNC(=O)OC)cc1 | 11%
CC(C)C(=O)Nc1ccc(I)cc1Cl | 14%
COc1ccc(-c2ccc3nnc(CNC(=O)c4ccccc4F)n3n2)cc1 | 28µM*
Cc1cccc(CN2C(=O)N(c3ccc(C(C)C)cc3)S(=O)(=O)c3ccccc32)c1 | -15%
CNC(=O)CCCN1C(=O)CCn2nc(-c3cn(C)c4ccccc34)cc21 | ?
O=C1CCN(C(=O)[C@@H]2CCCN2S(=O)(=O)c2ccccc2)CCCCCCN1 | -8%
O=C(CCc1cn2ccccc2n1)N[C@H]1[C@@H]2CCO[C@@H]2[C@@H]1C1CCCC1 | 28µM*
S=C(NCCc1ccccc1)Nc1c(Cl)cccc1Cl | -7%
Cc1ccc(-c2cc(C(=O)OCC(=O)N3CCCC3)c3ccccc3n2)o1 | ?
CSc1ccc(CNC(=O)c2nnn3c2COC(c2ccc(F)cc2)C3)cc1 (centres undefined) | 8%
CCCN(Cc1ccc(OCC)cc1)Cc1cc(=O)n2ccc(C)cc2n1 | ?
Cc1ccc2c(CN3CCCCC3)cc(=O)oc2c1C | 5%
COc1ccc(N(CC(=O)NC2CCCCC2)C(=O)CCC(=O)Nc2nc(C)cs2)cc1OC | -7%
O=C1NCC2(CCCN(C(=O)c3cn[nH]c3-n3cnnn3)C2)O1 (centres undefined) | -4%
CC(C)NC(=O)NCC1CCCN(Cc2ccc3c(c2)OCCO3)C1 (centres undefined) | 25%
Cc1ccc(C(c2ccccc2)c2c(C)[nH]c3ccccc23)s1 (centres undefined) | ?
CC(=O)Nc1ccc(NC(=O)NC(C)C)cc1 | 27%
CCC1=C(C(=O)OC)C(c2cccc(C)c2)N2C(CC(=O)N3CCOCC3)=CSC2=N1 (centres undefined) | ?
COc1ccc(CN2CCCCCC2c2cccs2)c(OC)c1 (centres undefined) | 19%
Cc1cc(C)c(NC(=O)C(C)SCCO)c(C)c1 (centres undefined) | -3%
CC1c2cccn2CCN1S(=O)(=O)c1ccc(F)cc1 (centres undefined) | -4%
CC1CCN(S(=O)(=O)c2ccc3c(c2)CCN3C(=O)Nc2ccc(F)cc2)CC1 | 8%
CN=C1S/C(=C\c2sccc2C)C(=O)N1C | 19%
COc1ccc(-c2ccc3nc(-c4ccc(SC)cc4)oc3c2)c(OC)c1OC | 402%[activator]
CC1=C(c2ccc(F)cc2)S(=O)(=O)NC1=NCc1ccccc1Cl | -15%
Cc1ccc(S(=O)(=O)N2CCN(C(=O)CCn3cncn3)CC2)cc1C | 21%
Cc1ccc(C2=[N+]([O-])C(C)(C)C(c3ccc(C)cc3)=[N+]([O-])C2(C)C)cc1 | 19%
CCOn1c(=O)c(=O)n(OC)c2ccccc21 | 7%
CCOC(=O)C1=C(C)N(Cc2ccccc2)C(=O)NC1c1ccccc1F (centres undefined) | -22%
O=C(Cn1nc(-c2cccs2)c2ccccc2c1=O)Nc1ccc(N2CCCCC2)cc1 | 11%
c1cc(-c2cc(-c3ccncc3)c3cncn3c2)c2[nH]ncc2c1 | -6%[86.2 µM]
CCCCn1c(=O)[nH]c(=O)c2c1nc(-c1ccc(OC(F)F)c(OC)c1)n2C | ?
Fc1ccc(C2Cn3nnc(-c4nc(-c5cccc(C(F)(F)F)c5)no4)c3CO2)cc1 (centres undefined) | -2%
CN(C)c1ccc(C(=O)N2CCCC(Cc3noc(-c4ccncc4)n3)C2)cc1 (centres undefined) | -23%
COC(=O)CN1C(=O)[C@@H]2C[C@@H](O)CN2C2(CN(C3CCOCC3)C2)C1=O | -21%[86.2 µM]
Cc1ccc(NS(=O)(=O)c2cccc(Cl)c2Cl)cc1S(=O)(=O)N(C)C | 20%
CC(=O)N[C@@H]1CN(Cc2cccc(C#N)c2)C[C@H]1CO | 14%
COc1cc2nc(C)n(CC(=O)NC3CCCc4c3[nH]c3ccccc43)c(=O)c2cc1OC (centres undefined) | ?
COc1ccc(NC(=O)CCSCCc2ccccn2)cc1OC | 25%
Cc1noc2ncnc(N3CCCC(C(=O)NCc4ccc(F)cc4)C3)c12 (centres undefined) | 15%
O=C(Nc1ccc(Cl)c(C(F)(F)F)c1)C(Cc1ccccc1)NS(=O)(=O)c1cccc2nsnc12 (centres undefined) | -3%
O=C(NCc1ccc(F)cc1)C1=NOC2CN(C(=O)Nc3cccnc3)CC12 (centres undefined) | -5%[115 µM]
CCN1C(=O)COc2ccc(-c3nc(NC(=O)c4ccncc4)sc3C)cc21 | 13%
COc1ccc(NC(=O)C(Cc2ccccc2)n2cccc2)cc1OC (centres undefined) | 28%&-8%
COc1ccc(Cl)cc1N(CC(=O)N1CCc2ccccc2C1)S(C)(=O)=O | 12%

4 successive records from above, for reference:
SMILES | KDM5B inhibitor
Cc1ccc(S(=O)(=O)N2CCN(C(=O)CCn3cncn3)CC2)cc1C | 21%
Cc1ccc(C2=[N+]([O-])C(C)(C)C(c3ccc(C)cc3)=[N+]([O-])C2(C)C)cc1 | 19%
CCOn1c(=O)c(=O)n(OC)c2ccccc21 | 7%
CCOC(=O)C1=C(C)N(Cc2ccccc2)C(=O)NC1c1ccccc1F (centres undefined) | -22%

Additional entries follow:
SMILES | KDM5B inhibitor
CC(=O)N1CCC2(C1)OC(=O)Nc1ccccc12 (centres undefined) | -16%[86.2 µM]
Cc1ccc(C(=O)C(O)NC(=O)c2ccccc2)cc1 (centres undefined) | 14%
CC(NC(=O)Cc1cccc(C(F)(F)F)c1)c1ccc(F)cc1F (centres undefined) | 22%
C=CCNC(=O)Nc1ccc(NC(=O)CN(CC)CC)cc1 | 1%
COc1ccccc1-c1nnc(C2CCN(S(=O)(=O)c3ccc(CC(C)C)cc3)CC2)o1 | ?
CCOc1ccccc1C1NC(=O)N(CC(=O)Nc2ccc(C(C)=O)cc2)C2=C1C(=O)OC2 (centres undefined) | -8%
Cc1ccc(-c2noc(Cn3cnc(C#N)n3)n2)cc1F | 4%
O=C(Nc1ccc(-c2nnc3n2CCCC3)cc1)Nc1cccc(Cl)c1 | 34%[activator]
CCN(Cc1ccccc1)C(=O)Cn1cnc2c1c(=O)n(C)c(=O)n2C | 6%
CC1(C(=O)NCc2ccsc2)CCOCC1 | -2%[230 µM]
Nc1nc(CN2CCN(C(=O)c3cccc(C(F)(F)F)c3)CC2)nc2ccccc12 | 10%
Cc1ccc(/C=C2\SC(=S)N(CCC(=O)NNC(=O)c3ccncc3)C2=O)cc1 | -1%
COCCN(Cc1ccc(C(C)C)cc1)Cc1cc(=O)n2c3c(sc2n1)CCCC3 | ?
CCCN1C(=O)C2(c3ccccc31)c1c(oc3ccc(C)cc3c1=O)C(=O)N2CCOC (centres undefined) | 11%
